Screening data (PubChem)
SENP6 inh: SENP6 protease inhibition | inhibition, % at 10 µM | actives 1.8% (n = 330,000) | Recombinant SENP6 catalytic domain, aminoluciferin luminescence | Q9GZR1 | AID 2599;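 active = inhibition above about 50% at the single tested dose, limit read from the data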;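 note: plate controls were DMSO wells with enzyme for no effect and DMSO wells lacking enzyme for full effect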
hIAP activ: increases human intestinal alkaline phosphatase activity; purified human IAP, CDP-Star luminescence, 30 min; active compounds read high; 1 = vehicle-only enzyme, 0 = enzyme-free background; activation factor at 10 µM; actives 0.16% (n = 330,000); AID 2524;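 active = activation factor of the enzyme at least 2-fold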; note: the source names both 10 and 20 µM as test concentration; values of inactives mirror those of a sister screen read the other way
Target sequence (P09923 whole entry, looked up): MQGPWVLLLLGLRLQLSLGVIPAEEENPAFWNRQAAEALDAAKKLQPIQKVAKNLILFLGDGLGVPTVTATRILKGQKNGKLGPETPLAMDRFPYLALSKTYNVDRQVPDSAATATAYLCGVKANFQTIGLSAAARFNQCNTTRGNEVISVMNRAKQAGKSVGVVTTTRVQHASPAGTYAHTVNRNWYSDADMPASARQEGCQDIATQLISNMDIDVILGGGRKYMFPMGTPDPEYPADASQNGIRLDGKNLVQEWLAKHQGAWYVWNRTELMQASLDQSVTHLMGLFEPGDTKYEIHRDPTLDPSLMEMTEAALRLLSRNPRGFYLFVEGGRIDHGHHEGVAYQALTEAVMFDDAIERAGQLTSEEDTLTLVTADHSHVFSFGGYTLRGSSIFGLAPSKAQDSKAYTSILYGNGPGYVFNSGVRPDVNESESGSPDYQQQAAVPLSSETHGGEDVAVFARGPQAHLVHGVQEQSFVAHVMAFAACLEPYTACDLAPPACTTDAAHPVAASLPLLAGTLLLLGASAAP
SENP8 block: blocks human SENP8 cleavage of Nedd8 substrate. recombinant SENP8, Nedd8 substrate fluorescence. Q96LD8. actives 0.64% (n = 360,000). AID 602440. inhibition, % at 20 µM; in the data active = inhibition mostly above about 40%, no sharp cut-off; inactive = mostly below about 27%
Target sequence (Q96LD8 whole entry, looked up): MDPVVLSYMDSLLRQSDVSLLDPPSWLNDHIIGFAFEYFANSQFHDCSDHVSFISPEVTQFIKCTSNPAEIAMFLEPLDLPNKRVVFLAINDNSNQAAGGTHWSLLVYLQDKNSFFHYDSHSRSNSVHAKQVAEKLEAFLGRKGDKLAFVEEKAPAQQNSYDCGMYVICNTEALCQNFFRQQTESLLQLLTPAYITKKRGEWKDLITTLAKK
GRIN3A LBD mod: modulators (binders) of human NR3A ligand-binding domain | NR3A LBD differential scanning fluorimetry, Tm shift; 0% = protein alone, 100% = glycine-bound protein | Tm shift relative to glycine control, % at 25 µM | actives 2.5% (n = 340,000);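 active = melting temperature shift of at least 10% of the positive control shift, at one fixed dose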
ATG4B inh: inhibitors of human ATG4B cysteine protease. Q9Y4P1. inhibition, % at 8.33 µM. actives 0.51% (n = 340,000). ATG4B cleavage of LC3-PLA2, NBD-HPC fluorescence, 1 h; in the data active = inhibition above about 40%
MPTP inh: inhibitors of mitochondrial permeability transition pore; isolated mouse mitochondria, Ca2+ swelling absorbance, 30 min; inhibition, % at 10 µM; actives 1.4% (n = 360,000); AID 602449;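 active = inhibition of 50% or more, scaled per plate between neutral and stimulator controls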;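 note: 0% = DMSO wells given calcium and 100% = 1 mM EGTA wells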
SENP1 inh: blocks the human SENP1 SUMO protease catalytic domain; recombinant SENP1 catalytic domain, CyPet-SUMO1-YPet FRET cleavage; inhibition, % at 10 µM; actives 0.21% (n = 360,000);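 active = inhibition at least 30% at 10 µM, raw YFP signal under a set limit, fluorescence ratio 0.5 to 1.5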;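 note: 0% = enzyme with DMSO and 100% = no enzyme wells; some results filed as inactive read as strong as hits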
Target sequence (Q9P0U3 419-644 limits assumed): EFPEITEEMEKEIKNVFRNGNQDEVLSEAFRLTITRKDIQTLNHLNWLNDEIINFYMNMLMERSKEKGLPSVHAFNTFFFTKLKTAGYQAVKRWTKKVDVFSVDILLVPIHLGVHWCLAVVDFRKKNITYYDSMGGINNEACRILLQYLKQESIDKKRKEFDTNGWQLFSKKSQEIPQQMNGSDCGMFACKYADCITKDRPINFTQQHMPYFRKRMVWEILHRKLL
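material = recombinant human SENP1 catalytic domain, His6-tagged | quantity = 20 pM enzyme | reagent = 25 nM SUMO1 FRET substrate | compound dosing = 10 µM single point, 0.5% DMSO | timing = 50 min enzyme reaction, room temperature, light-protected | detection = FRET, CFP and YFP emission | control set = no-enzyme low, enzyme-DMSO high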
PfGluPho inh: PfG6PD (Plasmodium falciparum) enzyme inhibition; PfGluPho enzyme, NADPH resazurin-diaphorase fluorescence; inhibition, % at 20 µM; actives 0.78% (n = 350,000);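 active = inhibition reaching at least a set limit at 20 µM in the primary screen, cut at about 59% in these data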;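 note: 0% = DMSO wells with substrate and 100% = DMSO wells lacking glucose-6-phosphate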
Active calls of the source: *; · = no result given.

SMILES | SENP6 inh | hIAP activ | SENP8 block | GRIN3A LBD mod | ATG4B inh | MPTP inh | SENP1 inh | PfGluPho inh
O=C(CCc1nnc(CCCCc2ccccc2)o1)N(CCO)Cc1ccccc1 | -22 | 0.94 | 15 | -1 | -1 | 0.9 | 1 | 10
CN(C)c1ccc(CNC(=O)CN2C(=O)COc3ccc(S(=O)(=O)N4CCCC4)cc32)cc1 | -4 | 0.92 | -10 | -1 | 0 | -1.4 | -3 | 11
Cc1ccc(-n2c(-c3ccc(Cl)cc3)c[n+]3c2CCC3)cc1 | 4 | 1.2 | 24 | -3 | 4 | 4.9 | 3 | -2
O=C(O)CC(NC(=O)c1ccco1)c1ccco1 (stereo not given) | -10 | 1.2 | 8 | -1 | -11 | 0.7 | 1 | 6
Cc1ccc(NC(=O)COc2cccc3ccc(C)nc23)c(Br)c1 | -5 | 1.1 | 3 | 2 | -5 | 0.0 | 3 | 11
Cc1cc(C(=O)COC(=O)c2ccc(O)cc2O)c(C)n1-c1ccccc1 | 89* | 0.96 | -4 | 10 | 12 | 1.7 | 0 | -11
O=C(NC(=S)Nc1ccccc1N1CCCCC1)c1ccc(F)cc1 | -8 | 0.88 | 6 | -10 | -2 | 1.1 | 4 | 35
CCCS(=O)(=O)N1CCCC(C(=O)NCCCOC(C)C)C1 (stereo not given) | 11 | 1.1 | 24 | 2 | -8 | -3.3 | 1 | -8
CC(C)n1c(N2CCN(C(=O)Nc3ccc(F)cc3F)CC2)nc2ccccc21 | -6 | 1.1 | 0 | 0 | -7 | 4.2 | 2 | -8
COc1ccc(NC(=O)C(=O)c2cn(CC(=O)N3CCCC3)c3ccccc23)cc1OC | -9 | 0.91 | 6 | 0 | 0 | -0.5 | -2 | 0
COc1ccc(NC(=O)COc2ccccc2)cc1Cl | 9 | 0.98 | -1 | -6 | -4 | -0.1 | 2 | 8
CC(=O)N1c2ccc(S(=O)(=O)NC(CC(=O)O)c3ccc(Br)cc3)cc2CC1C (stereo not given) | -5 | 1.1 | 7 | -2 | -2 | -1.8 | 4 | -9
CCOC(=O)CNC(=O)CSc1nc(C(C)C)nc2c1cnn2-c1ccccc1 | · | · | -56 | · | · | 1.2 | 0 | -7
O=C(Cc1cccs1)NCCc1ccc(F)cc1 | 5 | 0.84 | 8 | -2 | 3 | -1.5 | -4 | -4
CCn1nc(C)c(/C=N/NC(=O)c2ccc3c(c2)c(C)c(C)n3Cc2ccccc2)c1C | -8 | 0.84 | -110 | -2 | -6 | -1.2 | 0 | -20
COc1ccccc1NC(=O)c1ccc(C(=O)Nc2ccccc2OC)nc1 | 15 | 0.83 | 6 | 0 | 1 | 1.4 | -2 | -7
CC1CCN(C(=O)Cn2cc([N+](=O)[O-])ccc2=O)c2ccccc2S1 (stereo not given) | -11 | 1.1 | 6 | 1 | -1 | -0.1 | 1 | -26
COc1cc(C(=O)NCC(c2cccs2)N2CCOCC2)ccc1OCc1ccc(Cl)cc1 (stereo not given) | · | · | 13 | · | · | -0.9 | 0 | 17
Cc1nc2nc(-c3ccccc3)nn2c(C)c1C | -2 | 1.1 | 7 | -4 | -3 | 2.1 | 0 | -1
CC(=O)c1cccc(NC(=O)CCn2c(=O)oc3ccccc32)c1 | -13 | 1.1 | 7 | -1 | 1 | 0.7 | 1 | -6
Cc1ccc2cc(C(c3nnnn3C(C)(C)C)N3CCCCCC3)c(=O)[nH]c2c1 (stereo not given) | 7 | 0.96 | -5 | 11* | -1 | -2.0 | 3 | -2
COC(=O)c1sccc1NC(=O)CN1CCN(c2ccc(F)cc2)CC1 | 6 | 0.97 | 20 | 1 | -15 | 1.7 | 2 | -2
OC1(C#CCN2CCCC2)c2ccccc2-c2ccccc21 | -11 | 0.94 | 16 | 1 | -10 | -1.6 | 0 | 9
CC(=O)Nc1ccc(S(=O)(=O)NCc2nc(-c3ccccc3Cl)no2)cc1 | -7 | 0.88 | -5 | 3 | 1 | -1.8 | -1 | 1
CC(=O)N1CCN(C(=O)c2cc(C)oc2C)CC1 | -4 | 1.1 | 1 | 0 | 2 | -0.6 | 1 | 10
CCCCCCn1c(=O)n2n(c1=O)[C@@H]1CN(S(=O)(=O)c3ccc(C)cc3)C[C@]1(O)[C@@H](OC(=O)NC1CCCC1)C2 | · | · | 4 | · | · | 0.9 | -1 | 30
CC(O)CNCCNCc1c(OCc2ccccc2)ccc2ccccc12 (stereo not given) | -17 | 1.2 | 14 | -3 | -2 | 2.7 | 0 | -9
O=C(c1cnn2ccccc12)N(Cc1ccco1)C1CCCC1 | 8 | 0.7 | -17 | 0 | 14 | -1.5 | -4 | -1
O=S(=O)(c1ccc2c(c1)N(Cc1ccc(Cl)cc1)C1CCCN21)N1CCOCC1 (stereo not given) | 8 | 1.1 | -17 | 1 | 3 | -2.5 | -12 | -11
CC/C(=N/NC(=O)c1ccc(Br)o1)c1ccc(Cl)cc1 | -8 | 0.97 | 6 | -2 | -1 | 9.2 | 2 | -2
Cc1nc2ccccc2n1CC(=O)NC1CCCC1 | -20 | 1.1 | 5 | -2 | 7 | 0.6 | 1 | -13
Clc1cc(NCc2cccs2)ccc1N1CCOCC1 | -6 | 0.99 | 3 | -2 | -2 | -2.3 | -1 | 40
COc1cccc(C2NC(=O)NC(O)(C(F)(F)F)C2C(=O)c2cccnc2)c1OC (stereo not given) | 8 | 1.2 | -2 | 0 | -2 | 1.0 | 1 | 6
CCc1ccc(OC(C)C(=O)N(Cc2ccccc2)C2CCS(=O)(=O)C2)cc1 (stereo not given) | -4 | 1.1 | 14 | -3 | -1 | 0.5 | 0 | 0
O=C(O)C1=C[C@H](C2CC2)C[C@H](OCc2ccc(CO)cc2)O1 | 1 | 0.91 | 22 | 0 | -5 | 0.3 | -1 | 7
O=C(O)CCC1(CCC(=O)O)CCCC(CCC(=O)O)(CCC(=O)O)C1=O | · | · | 3 | -6 | -5 | -2.8 | 4 | 3

Entries listed above marked active in SENP6 inh.
mol | SENP6 inh | hIAP activ | GRIN3A LBD mod | ATG4B inh | MPTP inh | SENP1 inh | PfGluPho inh
Cc1cc(C(=O)COC(=O)c2ccc(O)cc2O)c(C)n1-c1ccccc1 | 89* | 0.96 | 10 | 12 | 1.7 | 0 | -11

Later entries
SMILES | SENP6 inh | hIAP activ | SENP8 block | GRIN3A LBD mod | ATG4B inh | MPTP inh | SENP1 inh | PfGluPho inh
CC(C)CNS(=O)(=O)c1ccc2c(c1)OCCO2 | -11 | 0.9 | 11 | 0 | -5 | -1.1 | -1 | -15
COc1cc(Cl)c(C)cc1NC(=O)COC(=O)C(NS(=O)(=O)c1ccc(Cl)cc1)C(C)O (stereo not given) | -18 | 1 | 2 | -4 | -24 | 1.5 | 1 | 17
O=S(=O)(c1ccc2[nH]ccc2c1)N1CCCCCC1 | -4 | 1 | -19 | 0 | -10 | -1.7 | -1 | 6
CC1Cc2ccccc2N1C(=O)C(C)n1cc(C(F)(F)F)cc(Cl)c1=O (stereo not given) | 3 | 1 | 5 | 0 | -45 | -0.1 | -2 | 6
CCOc1cc(/C=N/NC(=O)Nc2ccccc2)ccc1O | -12 | 0.89 | 14 | 6 | -7 | -2.9 | 2 | 12
Cc1cc(C(=O)NNC(=O)C(CCC(N)=O)NS(=O)(=O)c2ccc(Cl)cc2)c(C)o1 (stereo not given) | 21 | 1.8 | -3 | 1 | 3 | -0.4 | 3 | -10
Cc1ccc(-c2nc3cc(N)ccc3o2)cc1Br | 93* | 0.9 | -307 | 2 | 1 | 0.4 | 7 | -11
CC1(c2ccccc2Br)NC(=O)N(CC(=O)NC2CCCCC2)C1=O (stereo not given) | 12 | 1 | 3 | 3 | 1 | -1.5 | 0 | 6
CCOc1cc(Br)ccc1S(=O)(=O)NCc1ccccc1 | -6 | 1.2 | 19 | 1 | -3 | -1.0 | 1 | 20
CN1C(=O)/C(=C2\SC(=S)N(C(CCC(=O)O)C(=O)O)C2=O)c2ccccc21 (stereo not given) | -12 | 1.1 | 11 | 2 | -3 | 0.5 | 3 | 2
Cn1c(SCc2nc(-c3ccccc3)no2)nnc1-c1ccco1 | 2 | 1.1 | 30 | -1 | -14 | -1.8 | 3 | 10
N#Cc1c(NC(NC(=O)c2ccco2)C(=O)c2ccccc2)sc2c1CCCC2 (stereo not given) | 17 | 2 | 10 | -7 | 3 | 0.9 | 0 | 47
CCOC(=O)c1c(NC(=O)C2CC2)sc(C)c1CC | 0 | 1 | -50 | 11* | 12 | 5.0 | -5 | 11

A different layout for some results above:
Under each structure – SENP6 inh, hIAP activ, SENP8 block, GRIN3A LBD mod, ATG4B inh, MPTP inh, SENP1 inh, PfGluPho inh
> CC(C)CNS(=O)(=O)c1ccc2c(c1)OCCO2
 : -11, 0.9, 11, 0, -5, -1.1, -1, -15
> COc1cc(Cl)c(C)cc1NC(=O)COC(=O)C(NS(=O)(=O)c1ccc(Cl)cc1)C(C)O (stereo not given)
 : -18, 1, 2, -4, -24, 1.5, 1, 17
> O=S(=O)(c1ccc2[nH]ccc2c1)N1CCCCCC1
 : -4, 1, -19, 0, -10, -1.7, -1, 6
> CC1Cc2ccccc2N1C(=O)C(C)n1cc(C(F)(F)F)cc(Cl)c1=O (stereo not given)
 : 3, 1, 5, 0, -45, -0.1, -2, 6
> CCOc1cc(/C=N/NC(=O)Nc2ccccc2)ccc1O
 : -12, 0.89, 14, 6, -7, -2.9, 2, 12
> Cc1cc(C(=O)NNC(=O)C(CCC(N)=O)NS(=O)(=O)c2ccc(Cl)cc2)c(C)o1 (stereo not given)
 : 21, 1.8, -3, 1, 3, -0.4, 3, -10
> Cc1ccc(-c2nc3cc(N)ccc3o2)cc1Br
 : 93*, 0.9, -307, 2, 1, 0.4, 7, -11
> CC1(c2ccccc2Br)NC(=O)N(CC(=O)NC2CCCCC2)C1=O (stereo not given)
 : 12, 1, 3, 3, 1, -1.5, 0, 6
> CCOc1cc(Br)ccc1S(=O)(=O)NCc1ccccc1
 : -6, 1.2, 19, 1, -3, -1.0, 1, 20
> CN1C(=O)/C(=C2\SC(=S)N(C(CCC(=O)O)C(=O)O)C2=O)c2ccccc21 (stereo not given)
 : -12, 1.1, 11, 2, -3, 0.5, 3, 2
> Cn1c(SCc2nc(-c3ccccc3)no2)nnc1-c1ccco1
 : 2, 1.1, 30, -1, -14, -1.8, 3, 10
> N#Cc1c(NC(NC(=O)c2ccco2)C(=O)c2ccccc2)sc2c1CCCC2 (stereo not given)
 : 17, 2, 10, -7, 3, 0.9, 0, 47
> CCOC(=O)c1c(NC(=O)C2CC2)sc(C)c1CC
 : 0, 1, -50, 11*, 12, 5.0, -5, 11
